# Apaf-1 inh: inhibitors of human Apaf-1 apoptosome. AID 489030. reconstituted apoptosome caspase-3 activity, DEVD-Rh110 fluorescence. O14727. hit rate 0.71% among 330,000. inhibition, % at 20 µM; active = inhibition of at least 40% at 20 µM;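 also: plate controls were DMSO wells for no effect and DEVD-CHO caspase inhibitor wells for full effect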
# Target sequence (O14727 whole entry, looked up): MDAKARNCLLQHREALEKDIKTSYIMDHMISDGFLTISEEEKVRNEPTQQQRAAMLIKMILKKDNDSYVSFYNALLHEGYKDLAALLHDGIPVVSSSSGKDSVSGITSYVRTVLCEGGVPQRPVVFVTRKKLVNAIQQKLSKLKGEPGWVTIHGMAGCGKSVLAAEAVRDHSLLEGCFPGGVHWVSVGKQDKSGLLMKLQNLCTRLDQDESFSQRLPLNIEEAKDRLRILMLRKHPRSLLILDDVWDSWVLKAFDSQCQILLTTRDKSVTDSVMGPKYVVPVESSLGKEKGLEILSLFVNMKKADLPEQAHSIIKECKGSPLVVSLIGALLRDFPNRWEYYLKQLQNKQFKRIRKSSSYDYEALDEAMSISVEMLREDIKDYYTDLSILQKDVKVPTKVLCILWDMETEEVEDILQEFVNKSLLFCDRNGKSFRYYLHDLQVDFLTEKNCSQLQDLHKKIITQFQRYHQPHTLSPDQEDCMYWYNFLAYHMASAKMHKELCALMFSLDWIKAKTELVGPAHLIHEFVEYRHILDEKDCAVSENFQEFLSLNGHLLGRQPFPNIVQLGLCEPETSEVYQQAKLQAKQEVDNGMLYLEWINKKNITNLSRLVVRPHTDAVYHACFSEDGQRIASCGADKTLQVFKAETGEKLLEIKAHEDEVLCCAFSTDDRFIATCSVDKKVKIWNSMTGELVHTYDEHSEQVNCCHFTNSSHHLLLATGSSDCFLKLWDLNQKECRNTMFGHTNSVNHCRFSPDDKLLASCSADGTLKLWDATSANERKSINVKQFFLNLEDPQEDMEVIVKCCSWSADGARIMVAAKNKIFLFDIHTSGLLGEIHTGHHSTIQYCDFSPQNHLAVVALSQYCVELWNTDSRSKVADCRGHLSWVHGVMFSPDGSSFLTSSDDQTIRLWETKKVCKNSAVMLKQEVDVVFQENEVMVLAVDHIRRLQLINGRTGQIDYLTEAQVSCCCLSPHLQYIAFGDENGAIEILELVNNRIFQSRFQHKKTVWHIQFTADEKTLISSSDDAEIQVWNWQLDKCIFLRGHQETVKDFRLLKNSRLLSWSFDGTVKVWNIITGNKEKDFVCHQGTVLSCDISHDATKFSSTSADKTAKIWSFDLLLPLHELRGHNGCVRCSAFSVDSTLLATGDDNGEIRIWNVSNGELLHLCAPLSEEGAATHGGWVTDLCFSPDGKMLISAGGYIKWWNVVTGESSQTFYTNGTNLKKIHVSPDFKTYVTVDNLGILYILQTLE
#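 System: Apoptosome proteins | Medium: Hepes pH 7.5 with detergent and BSA | Also added: Cytochrome c trigger plus (Z-DEVD)2-Rh110 caspase-3 substrate | Incubation: 30 min compound preincubation, 50 min activation, room temperature | Detection: Rhodamine 110 fluorescence at Ex 480/Em 540 nm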
# SENP6 block: blocks the human protease SENP6; Recombinant SENP6 catalytic domain, aminoluciferin luminescence; inhibition, % at 10 µM; hit rate 1.8% among 330,000; AID 2599;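 active = inhibition above about 50% at the single tested dose, limit read from the data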;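 also: plate controls were DMSO wells with enzyme for no effect and DMSO wells lacking enzyme for full effect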
# SENP7 inh: inhibitors of human SENP7 protease; recombinant SENP7, Z-RLRGG-aminoluciferin luminescence, 40 min; inhibition, % at 5 µM; hit rate 1.5% among 330,000; AID 434973;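 active = inhibition above about 50% at the single test dose, limit read from the data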;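 also: plate controls were DMSO with enzyme for no effect and no enzyme buffer wells for full effect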
# APOBEC3G inh: blocks human APOBEC3G single-stranded DNA deamination | Q9HC16 | recombinant A3G, ssDNA deamination FAM/TAMRA fluorescence | inhibition, % at 20 µM | hit rate 0.28% among 330,000;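 active = inhibition of at least 40% at 20 µM, with no more than 30% in the related APOBEC3A deaminase screen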;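 also: plate controls were DMSO wells with A3G for no effect and wells lacking A3G enzyme for full effect; some compounds called inactive have numbers as strong as hits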
# UBC13 polyUb: human UBC13 polyubiquitination inhibition; P61088; UBC13 polyubiquitin chain formation, TR-FRET; inhibition, % at 20 µM; hit rate 0.47% among 330,000; AID 485273; in the data active = inhibition above about 45%, passing the limit was not always enough
# SENP8 block-1: SENP8 protease inhibition; Q96LD8; AID 2540; inhibition, % at 10 µM; hit rate 1.2% among 330,000; purified SENP8, Z-RLRGG-aminoluciferin cleavage, luminescence; in the data active = inhibition above about 50%
# SENP1 inh: inhibitors of human SENP1 SUMO protease catalytic domain; recombinant SENP1 catalytic domain, CyPet-SUMO1-YPet FRET cleavage; Q9P0U3; hit rate 0.21% among 360,000; AID 624204; inhibition, % at 10 µM;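 active = inhibition at least 30% at 10 µM, raw YFP signal under a set limit, fluorescence ratio 0.5 to 1.5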;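 also: 0% = enzyme with DMSO and 100% = no enzyme wells; some results filed as inactive read as strong as hits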
#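 Controls: no-enzyme wells low, DMSO-plus-enzyme wells high control. Test system: human recombinant His6-tagged SENP1 catalytic domain enzyme. Reagent: SFCypet-SUMO1-SFYpet FRET protein substrate, 25 nM final. Doses: one dose per compound, 10 µM, 0.5% DMSO. Detection: FRET, CFP and YFP emission. Timing: 50 min reaction at room temperature.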
# SENP8 block-2: SENP8 (human) protease inhibition. recombinant SENP8, Nedd8 substrate fluorescence. inhibition, % at 20 µM. hit rate 0.64% among 360,000. AID 602440; in the data active = inhibition mostly above about 40%, no sharp cut-off; inactive = mostly below about 27%
# * marks the source's active call; other numbers are inactive results.
SMILES,Apaf-1 inh,SENP6 block,SENP7 inh,APOBEC3G inh,UBC13 polyUb,SENP8 block-1,SENP1 inh,SENP8 block-2
CC(C)(C)c1ccc(/C=C/C(=O)NC2CCS(=O)(=O)C2)cc1 (stereo unspecified),-1.7,-4.4,5.2,-3.5,-5.3,4.6,1.4,6.9
C[n+]1ccccc1COc1ccc(C(C)(C)C)cc1,5.0,-7.4,-0.7,-7.6,6.1,-11.0,0.3,11.5
COc1ccc(-c2nc(-c3ccccn3)nc(N3CCN(C)CC3)c2C#N)cc1,5.5,-2.1,-4.6,-2.7,-8.9,-6.4,-0.8,1.6
CN(C)N1C(N)=C(C#N)C(c2ccc(Cl)cc2)C2=C1CCCC2=O (stereo unspecified),2.5,-22.4,-2.5,-9.2,-6.5,-9.1,-1.5,7.0
CCCn1c(=NC(=O)CCS(=O)(=O)c2ccccc2)sc2cc(S(N)(=O)=O)ccc21,11.7,0.6,-5.0,-0.5,4.1,1.2,-44.8,-33.1
Cc1cc2oc(=O)cc(CN(C)Cc3ccccc3F)c2cc1Cl,27.7,-11.1,-5.2,4.5,-5.2,-11.4,-3.7,8.2
CCOc1ccccc1NC(=O)N1CCCc2ccccc21,0.8,-11.0,-14.4,-9.3,-6.9,-7.1,1.0,1.1
COC(=O)c1ccc(NC(=O)C23CCC(C)(C(=O)O2)C3(C)C)cc1 (stereo unspecified),12.2,6.7,9.3,1.6,-9.3,-3.5,0.7,9.4
O=c1c([N+](=O)[O-])c(N2CCOCC2)c2ccccc2n1Cc1ccccc1,-5.1,-6.1,3.1,-6.4,-2.0,10.5,2.3,15.9
Cc1ccc(CN=c2c([N+](=O)[O-])nn(-c3cccc(C)c3)n2O)cc1,-4.9,5.3,9.4,-5.9,-4.3,-4.5,1.3,35.9
CC(=O)Nc1ccc(S(=O)(=O)N2CCN(C)CC2)cc1,-8.6,2.0,9.9,-2.2,-3.2,4.9,-0.8,2.6
COC(=O)c1cc(-c2ccc(Cl)cc2Cl)n[nH]1,-2.0,13.3,-2.1,1.0,1.7,-5.1,0.3,0.3
COc1cccc(C(=O)NNC(=O)C(=O)Nc2cccc(Cl)c2C)c1,11.0,-12.0,10.0,2.5,1.2,-2.7,0.4,11.4
Cc1ccc(N2CCN(c3ccc(NC(=O)CCC(=O)O)cc3)CC2)cc1,3.4,7.2,4.9,-1.5,-7.3,-8.4,-0.7,34.5
Cc1ccc(CC(=O)Nc2cc(C)ccn2)cc1,-7.1,-9.8,3.9,-0.2,2.6,-4.3,4.7,11.4
CCOc1ccc(S(=O)(=O)N2CCOCC2)cc1NC(=O)C1CCC1,-2.8,7.2,12.1,-4.3,-0.5,-3.6,0.1,9.8
O=C(COC(=O)C(Cc1ccccc1)NC(=O)c1ccccc1)c1ccccc1 (stereo unspecified),14.3,-3.7,7.2,1.7,-2.6,-4.9,3.6,19.8
COc1ccc2oc(C(=O)OCC(=O)N(C)CC(=O)Nc3ccc(C)cc3)c(C)c2c1,3.7,8.1,9.0,-12.5,6.5,0.3,-5.1,-356.1
CN(C)c1ccccc1C(=O)N1CCCC(C(=O)c2ccc3ccccc3c2)C1 (stereo unspecified),7.1,-3.0,3.3,-6.6,9.3,0.3,-0.7,-4.3
C=CC(=O)NCC1OCCc2ccccc21 (stereo unspecified),-2.2,2.5,-1.6,-6.8,6.5,2.0,0.8,8.4
Cc1cc(C)c(OCC(=O)Nc2nc(-c3ccccn3)cs2)c(C)c1,18.3,-5.7,-3.8,-4.0,-17.9,-6.3,-8.6,6.7
CCOc1ccccc1N1CCN(C(=O)c2cc3ccccc3cc2OC)CC1,5.4,-7.2,3.6,-1.8,0.2,2.0,0.1,-4.1
O=C(NCc1ccccc1)C(c1ccco1)N(C(=O)c1csnn1)c1ccccc1 (stereo unspecified),13.2,-35.8,-3.5,-4.5,-4.4,-4.2,0.4,-7.3
COc1ccc(CNS(=O)(=O)c2cc(CN3C(=O)c4cccnc4C3=O)ccc2OC)cc1,0.7,6.5,0.4,-2.3,0.7,0.1,1.0,9.6
COc1ccccc1CNC(=O)CSc1nc2ccccc2c(=O)n1CCCN1CCOCC1,-3.1,-2.8,9.7,-0.6,5.4,-1.9,1.8,0.7

# Continued:
SMILES,Apaf-1 inh,SENP6 block,SENP7 inh,APOBEC3G inh,UBC13 polyUb,SENP8 block-1,SENP1 inh,SENP8 block-2
C/C=C/C(=O)Nc1nnc(C(C)C)s1,-5.9,13.6,-2.5,-0.1,-5.6,2.9,2.3,3.6
O=Cc1cnc(N2CCN(c3ccccc3)CC2)s1,-12.9,13.6,-1.3,-5.7,-2.7,2.5,-0.1,10.3
CCNC(=S)Nc1cccc(S(=O)(=O)NC2=NCCC2)c1,-5.0,-4.7,4.6,-3.2,-4.8,8.8,0.0,-4.3
COC(=O)C1=C(C)OC(N)=C(C#N)C1c1ccsc1 (stereo unspecified),-2.5,6.5,3.0,-3.3,-1.5,2.1,-0.2,9.2
COc1ccc(N2CCN(C(=O)c3ccc(NC(=O)C4=CSCCO4)cc3)CC2)cc1,-2.4,-4.9,2.0,-1.1,4.6,-8.8,0.5,12.0
O=C(Nc1ccc(S(=O)(=O)N2CCCCC2)cc1)c1ccc(Cl)nc1,-0.8,-4.4,2.3,-5.0,7.0,5.0,-1.6,-28.9
Cc1ccc(C(=O)O)cc1NC(=S)NCCc1ccccc1,2.6,-16.7,-1.6,-1.3,0.5,4.8,1.9,3.9
COc1ccc(C2CC(=O)C=C(NCCC(C)C)C2)cc1 (stereo unspecified),11.4,3.0,0.3,33.5,1.6,-1.8,-8.1,7.6
CC(C)(C)NC(=O)Cn1cc(C#N)c2cc(Br)ccc21,-16.2,-4.9,7.3,-7.4,-5.1,7.2,1.0,5.0
O=C(NCC(O)COc1ccc([N+](=O)[O-])cc1)Nc1ccccc1 (stereo unspecified),-0.6,-39.0,-4.1,-2.3,-6.8,-1.5,0.8,3.1
O=C(NCCc1ccccc1F)c1cccc2cccnc12,19.6,-14.2,8.5,3.7,20.3,-3.0,-37.5,-36.8
Cc1ccc2nc(NC(=O)COC(=O)c3ccco3)sc2c1,27.5,13.4,19.6,-0.4,-3.1,14.8,-41.4,-7.3
COc1ccc2[nH]c(O)c(N=NC(=O)Cc3cccs3)c2c1,-9.8,-11.7,-11.3,-5.0,-20.6,-5.8,3.4,33.9
CN(C(=O)c1cc2n(n1)C(C(F)(F)F)CC(c1ccco1)N2)c1ccccc1 (stereo unspecified),-5.4,15.0,6.3,-2.2,1.6,0.6,9.2,8.5
CCCOc1ccc(CN(C)c2ncnc(N)n2)cc1,-1.5,5.1,7.7,-8.3,3.9,6.1,1.2,10.2
Cn1c(SCC(=O)NC2CCCCC2)nnc1-c1ccccc1F,1.7,-3.6,6.0,-7.5,-1.0,-6.0,-0.8,12.2
O=C(c1ccc(Cl)c(Cl)c1)c1cnc(Nc2ccccc2)s1,11.7,1.7,9.5,0.7,1.6,8.3,-47.3,-244.3
Cc1ccc(C)c(NC(=O)CCc2ccc(C)o2)c1,-4.8,8.6,-14.9,22.7,-6.1,-6.2,-4.2,8.5
COc1ccccc1C(=O)n1nc(C)cc1C,11.9,-3.7,-7.7,2.5,6.4,1.5,2.2,13.6
Cc1nnc(C)n1/N=C/c1cccn1C,2.6,-16.7,-2.8,-5.4,-1.2,-3.5,1.8,8.6
C=C(C)CCOC(=O)C(CC(=O)O)NCc1ccco1 (stereo unspecified),-21.1,6.4,2.8,15.2,9.1,-5.9,2.9,24.9
CCCNC(=O)Cn1cnc2sc(C(=O)NCCN(CC)CC)c(C)c2c1=O,-4.0,-15.2,-2.6,-2.4,0.3,-8.3,2.5,22.7
COc1ccc2c(c1)C(=O)CC(O)(C(F)F)O2 (stereo unspecified),-19.1,-2.9,3.3,-4.6,9.3,-1.9,0.5,-445.4
O=C1O[C@H]([C@@H](O)CO)C(O)=C1O,-0.2,1.6,4.2,4.8,-0.4,-3.7,-1.0,22.2
Cc1cc(-c2ccccc2)c2nncn2n1,4.6,-11.1,-3.3,-5.5,-4.7,-6.3,1.1,-237.4

# Additional structures
SMILES,Apaf-1 inh,SENP6 block,SENP7 inh,APOBEC3G inh,UBC13 polyUb,SENP8 block-1,SENP1 inh,SENP8 block-2
CCOc1nc2c(c(-c3cccs3)c1C#N)Cc1ccccc1-2,5.4,-7.5,-9.7,-3.9,-5.3,-12.1,-16.8,-423.8
CC(c1ccccc1)N1CCN(C(=O)CCl)CC1 (stereo unspecified),-5.6,-10.9,5.6,-6.4,2.7,-0.9,0.4,16.9
Cc1cccc(-c2noc(-c3ccccc3C(=O)NCC3CCCO3)n2)c1 (stereo unspecified),3.8,6.5,2.0,3.6,0.8,0.3,-2.0,33.4
Cc1ccc(-c2csc(N3CCC[C@@H]3C(=O)NCCn3c(C(F)(F)F)nc4ccccc43)n2)cc1,25.2,-2.7,-1.0,-6.0,0.5,-5.4,-1.9,6.7
COCCn1c(=NC(=O)/C=C/c2ccccc2)sc2cc(NC(C)=O)ccc21,11.3,-4.0,4.8,-4.5,4.6,0.4,-27.4,-445.0
Cc1ccc2c(c1)c1nc3ccccc3nc1n2CCN1CCOCC1,26.7,28.6,5.5,0.9,-12.3,19.3,-23.1,-163.8
COc1ccc(CCNC(=O)C(=O)NCC2OCCN2S(=O)(=O)c2cc(F)ccc2F)cc1OC (stereo unspecified),1.0,11.1,-4.7,-2.4,-8.1,6.2,-0.1,7.4
O=C(NC1CC2CCCC(C1)N2C(=O)NC1CCCCC1)c1ccccc1 (stereo unspecified),-1.8,-9.6,-1.1,-5.6,6.5,8.3,0.6,2.0
COc1cc(/C=N/Nc2ccc(Cl)c(C(=O)O)c2)ccc1OC(=O)c1ccccc1F,12.3,49.6,-10.6,1.8,-19.2,37.7,1.8,-12.7
CC(=O)N(C)C1=C(O)c2ccccc2C(=O)C1=O,40.4*,14.9,14.1,-1.7,-34.1,-1.1,3.4,84.8*
O=C1c2ccccc2C(=O)N1CCCCCc1nc(-c2ccccc2)no1,18.8,-20.3,0.9,0.8,4.2,3.8,1.2,20.7

# Reformatted with tabs: entries from further up
canonical_smiles	Apaf-1 inh	SENP6 block	SENP7 inh	APOBEC3G inh	UBC13 polyUb	SENP8 block-1	SENP1 inh	SENP8 block-2
COc1cc(/C=N/Nc2ccc(Cl)c(C(=O)O)c2)ccc1OC(=O)c1ccccc1F	12.3	49.6	-10.6	1.8	-19.2	37.7	1.8	-12.7
CC(c1ccccc1)N1CCN(C(=O)CCl)CC1 (stereo unspecified)	-5.6	-10.9	5.6	-6.4	2.7	-0.9	0.4	16.9

# A draw from above in order of heavy-atom count, falling:
SMILES,Apaf-1 inh,SENP6 block,SENP7 inh,APOBEC3G inh,UBC13 polyUb,SENP8 block-1,SENP1 inh,SENP8 block-2
COc1cc(/C=N/Nc2ccc(Cl)c(C(=O)O)c2)ccc1OC(=O)c1ccccc1F,12.3,49.6,-10.6,1.8,-19.2,37.7,1.8,-12.7
COCCn1c(=NC(=O)/C=C/c2ccccc2)sc2cc(NC(C)=O)ccc21,11.3,-4.0,4.8,-4.5,4.6,0.4,-27.4,-445.0
O=C(NC1CC2CCCC(C1)N2C(=O)NC1CCCCC1)c1ccccc1 (stereo unspecified),-1.8,-9.6,-1.1,-5.6,6.5,8.3,0.6,2.0
Cc1ccc2c(c1)c1nc3ccccc3nc1n2CCN1CCOCC1,26.7,28.6,5.5,0.9,-12.3,19.3,-23.1,-163.8
CCOc1nc2c(c(-c3cccs3)c1C#N)Cc1ccccc1-2,5.4,-7.5,-9.7,-3.9,-5.3,-12.1,-16.8,-423.8
CC(c1ccccc1)N1CCN(C(=O)CCl)CC1 (stereo unspecified),-5.6,-10.9,5.6,-6.4,2.7,-0.9,0.4,16.9
